High-throughput results from PubChem BioAssay.
Keap1 Nrf2 FP – disrupts human Keap1 binding to Nrf2 peptide. Q14145. Keap1 Kelch-Nrf2 peptide fluorescence polarization, 1536-well. 340,000 tested, 0.15% active. inhibition, % at 9.4 µM. AID 504523; in the data active means inhibition above about 12%;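 further: human Keap1 Kelch domain with fluorescein labeled Nrf2 9mer peptide probe; 0% = neutral control wells and 100% = peptide positive control; higher means more block of Keap1 binding to Nrf2 peptide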
C-LANA FP – inhibitors of KSHV LANA C-terminal domain DNA binding. MBP-C-LANA/FAM-LBS DNA binding, fluorescence polarization. inhibition, % at 9 µM. 340,000 tested, 0.078% active. AID 504423;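 active means highest replicate inhibition at or above 60% at 9 µM, even if other replicates fall short; inactive means all replicates below 60% inhibition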;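 further: 0% = neutral control wells and 100% = 4 µM acridine orange control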
Cardiac RTF inh – cardiac RTF calcium desensitization | 340,000 tested, 0.12% active | IANBD-labeled cardiac RTF, Ca2+ fluorescence | inhibition, % at 7.15 µM;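 active means inhibition above the mean inhibition of all tested compounds plus 3 SD, cut at about 17% in these data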;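 further: assay run at fixed EC70 calcium of 1.6 mM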
Rtt109 Vps75 – blocks Candida albicans Rtt109/Vps75 acetyltransferase activity; 330,000 tested, 0.16% active; purified Rtt109/Vps75, ThioGlo CoA-SH fluorescence, 4 h; Q5AAJ8; AID 540336; inhibition, % at 34.9 µM;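 active means inhibition of at least 50% in every replicate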
Target sequence (Q5AAJ8 whole entry, looked up): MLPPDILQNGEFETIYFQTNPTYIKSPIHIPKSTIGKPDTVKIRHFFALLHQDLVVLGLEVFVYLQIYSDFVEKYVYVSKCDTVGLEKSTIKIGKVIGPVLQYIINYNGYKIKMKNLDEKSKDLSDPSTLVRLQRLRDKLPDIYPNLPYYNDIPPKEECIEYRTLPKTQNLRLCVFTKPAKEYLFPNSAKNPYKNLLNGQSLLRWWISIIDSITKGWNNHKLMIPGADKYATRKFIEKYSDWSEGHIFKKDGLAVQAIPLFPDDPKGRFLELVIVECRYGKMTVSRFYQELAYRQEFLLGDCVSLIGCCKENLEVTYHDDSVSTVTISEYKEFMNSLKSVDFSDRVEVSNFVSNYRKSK
CAL PDZ FP-1 – human CAL PDZ-peptide interaction inhibition; Q9HD26; purified CAL PDZ, TMR-peptide fluorescence polarization, 1 h; inhibition, % at 20 µM; 330,000 tested, 0.02% active; AID 504414;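 active means highest replicate inhibition of at least 40%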;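 further: plate controls were DMSO neutral control wells for no effect and unlabeled competitor peptide control wells for full effect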
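Read-out basis: mP drop reported as inhibition | Assay system: Tagged CAL PDZ protein CerCALP, purified | Benchmarks: Unlabelled peptide for full inhibition, DMSO wells as neutral | Schedule: 1 h incubation at room temperature before polarization reading | Buffer or medium: Sodium phosphate/NaCl buffer pH 7.4 with TCEP, IgG, Thesit | Doses: Single point, 20 µM | Measured by: Fluorescence polarization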
CAL PDZ FP-2 – CAL PDZ (human) peptide binding inhibition; inhibition, % at 24.9 µM; Q9HD26; 300,000 tested, 0.92% active; AID 602252; purified CAL PDZ, TMR-peptide fluorescence polarization, 1 h;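 active means mean inhibition of at least 30% with at least half of replicates also reaching 30%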;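 further: 0% = DMSO neutral control and 100% = excess unlabeled competitor peptide PRC23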
SR-BI uptake up – enhances SR-BI lipid uptake from DiI-HDL | CHO ldlA[mSR-BI] cells, DiI-HDL uptake fluorescence, 3 h; 100 = double the neutral-control signal | AID 504775 | 320,000 tested, 0.096% active | activation, % at 12.5 µM;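 active means mean replicate activation of at least 60% and every replicate at or above 60%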;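 further: 0% = median plate neutral-control signal and 100% = twice that signal; values of inactives mirror those of a sister screen read the other way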
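Test system: SR-BI-overexpressing, LDLR-lacking CHO cells; Also added: labelled HDL, 10 µg/mL; Measured by: bottom-read cell fluorescence after medium removal, ex 550/em 595 nm; Timing: 3 h uptake period with compound, 37 °C; Buffer or medium: F12, 0.5% BSA, 25 mM HEPES; Doses: single compound concentration, delivered by pin transfer.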
PKA-R2B activ – PKA-R2B complex activation. P22694+P31323. PKA-R2B holoenzyme dissociation, Cy5-IP20 fluorescence polarization; R2B truncated from residue 108, S112A mutant; 0% DMSO only, 100% 113 µM cGMP. activation, % at 11.4 µM. 340,000 tested, 0.079% active. AID 504700;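 active means activation above a cutoff set at the mean over all compounds plus 3 SD, cut at about 18% in these data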;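 further: higher means more holoenzyme dissociation and a rise in polarization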
Target sequence (P31323 whole entry, looked up, other chains not shown, the tested form may be a part): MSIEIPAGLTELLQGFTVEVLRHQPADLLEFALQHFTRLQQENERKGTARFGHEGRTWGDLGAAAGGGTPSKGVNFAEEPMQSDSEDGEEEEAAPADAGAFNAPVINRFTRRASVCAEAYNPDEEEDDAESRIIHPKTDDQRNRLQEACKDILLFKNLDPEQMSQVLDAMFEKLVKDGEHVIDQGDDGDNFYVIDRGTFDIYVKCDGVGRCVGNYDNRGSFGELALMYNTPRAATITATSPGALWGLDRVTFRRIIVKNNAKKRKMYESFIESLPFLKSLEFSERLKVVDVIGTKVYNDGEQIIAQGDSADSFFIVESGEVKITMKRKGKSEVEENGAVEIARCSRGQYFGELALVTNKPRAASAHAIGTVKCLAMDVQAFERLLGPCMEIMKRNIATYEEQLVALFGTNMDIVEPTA
RTF Ca sens act – increases calcium sensitivity of human cardiac regulated thin filaments; IANBD-labeled TnC RTF fluorescence at EC20 calcium; 0% EC20 calcium, 100% full calcium; activation, % at 7.2 µM; 340,000 tested, 0.24% active;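 active means activation above the mean over all tested compounds plus 3 SD, cut at about 30% in these data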;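 further: rise in fluorescence read as greater calcium sensitivity of cardiac thin filaments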
DAGLB inhibitor – blocks human DAGLB lipase activity. HEK293T DAGLB membrane lysate, EnzChek fluorogenic substrate. inhibition, % at 5.17 µM. 340,000 tested, 0.059% active. AID 504411; in the data active means inhibition above about 34%;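 further: 0% = enzyme with vehicle and 100% = wells lacking enzyme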
* hit, by the source's call; · = not tested or not shown.

SMILES | Keap1 Nrf2 FP | C-LANA FP | Cardiac RTF inh | Rtt109 Vps75 | CAL PDZ FP-1 | CAL PDZ FP-2 | SR-BI uptake up | PKA-R2B activ | RTF Ca sens act | DAGLB inhibitor
CCc1ccccc1NC(=S)Nc1cc(OC)c(NC(=O)C(C)C)cc1OC | -4.6 | · | 7.6 | -0.1 | -0.4 | 0.2 | 2.9 | -6.7 | 2.5 | -1.9
CCOC(=O)/C(C(C)=O)=C1/OC(=O)c2ccccc21 | 1.3 | -0.6 | -2.2 | -0.1 | 0.4 | 0.9 | 19.5 | 4.0 | 1.4 | 0.0
CCOc1ccccc1C(=O)N/N=C/c1coc2ccc(C)cc2c1=O | -2.6 | 0.4 | 9.8 | -8.4 | -3.8 | -3.9 | 10.9 | -9.9 | 4.6 | 9.3
N#C/C(=C\c1ccc(O)c(O)c1)C(=O)Nc1ccccc1 | -14.8 | -1.2 | 1.8 | 0.7 | -0.4 | 0.5 | -11.6 | 1.4 | 3.1 | 31.9
CC(=O)Nc1ccc(S(=O)(=O)N2CCNC(=O)CC2)cc1 | 1.7 | 0.9 | -2.0 | -4.2 | -0.9 | 2.7 | -3.7 | -1.5 | 8.7 | 1.2
Oc1nc(Nc2ccccc2)sc1/C=C1\C=Nc2ccccc21 | -2.8 | -1.5 | -7.8 | 1.2 | -0.8 | 2.9 | · | 4.8 | -5.3 | 1.2
C/C(N)=C(/C#N)C(=O)COC(=O)CNS(=O)(=O)c1ccc2ccccc2c1 | 3.7 | -0.4 | -10.3 | -4.5 | -0.4 | 23.1 | · | -11.0 | 1.6 | 2.2
CSc1nc(C)c2c(n1)N(c1ccc(C(F)(F)F)cc1)CC2 | -3.6 | -1.9 | -15.9 | 3.2 | -1.6 | -3.0 | 11.9 | 9.1 | 1.8 | 1.6
CC1=CCC2C(=O)N(c3ccccc3OC(=O)c3ccccc3F)C(=O)C2C1 (centres undefined) | -4.7 | 30.1 | -2.4 | · | -1.5 | 4.9 | 23.7 | -0.4 | 4.5 | -1.1
Cc1cc(S(=O)(=O)N(Cc2ccc(C(C)(C)C)cc2)Cc2cccs2)ccc1-n1cnnn1 | -0.5 | -0.2 | 0.1 | 13.0 | 0.2 | -3.5 | -6.6 | -1.8 | -1.8 | -15.2
O=C(NCCCN1CCOCC1)c1ccc2nc(Cc3cccc(Cl)c3)oc2c1 | -1.4 | -0.3 | -5.8 | 3.6 | -2.0 | -4.8 | 18.4 | -10.5 | 0.6 | 0.1
COC(=O)C(CC(C)C)NC(=O)c1cccs1 (centres undefined) | -6.9 | 3.8 | 0.3 | 0.1 | 0.5 | -5.0 | 9.6 | 9.5 | 0.6 | 0.4
COc1ccc(NC(=O)CN(C)C(=O)CN2C(=O)NC3(CCCCC3)C2=O)cc1 | -2.0 | -1.0 | -8.8 | 0.5 | -0.6 | -1.0 | 3.1 | 0.3 | 0.8 | 0.8
CCCOc1ccc(CNC(=O)c2ccc3nc(N4CCOCC4)sc3c2)cc1 | -3.1 | -0.4 | -0.6 | 0.5 | 0.1 | · | -24.6 | 0.3 | 4.5 | -2.8
CCOC(=O)c1cc(C#N)c(N2CCN(C)CC2)nc1-c1ccccc1 | -4.9 | 1.4 | 1.1 | -4.6 | -2.7 | -0.4 | -3.1 | 2.8 | 10.7 | -0.8
Nc1cccc(-c2c[nH]c3ncc(-c4cccnc4)cc23)c1 | -5.5 | 0.0 | 9.1 | -10.0 | -0.2 | -0.8 | 3.2 | 7.1 | 4.3 | 1.6
Cc1ccc(CNC(=O)C2CCCN(S(=O)(=O)c3c(C)noc3C)C2)cc1 (centres undefined) | 2.4 | 0.1 | 6.1 | -5.3 | -2.1 | -0.2 | 17.0 | -10.3 | -0.3 | 3.6
FC(F)Oc1ccc(NC(=S)NCc2cccnc2)cc1 | -1.1 | -0.7 | -12.0 | -0.6 | -1.7 | 4.6 | 1.9 | -1.7 | 1.4 | -3.2
Cc1ccc(S(=O)(=O)NCC(=O)N2CCc3ccccc3C2)cc1 | 3.7 | 0.1 | -5.8 | 2.3 | -0.7 | -0.2 | -0.6 | -0.9 | -1.6 | 0.7
CCc1ccc(N2NC(=O)/C(=C/C=C/c3ccco3)C2=O)cc1 | 3.0 | -0.2 | -4.5 | -1.8 | -2.4 | -0.3 | -21.1 | 2.1 | -4.2 | 8.9
Cc1ccc(C(=O)NC(Cc2cccc(F)c2)C(=O)O)cc1 (centres undefined) | 0.6 | -0.3 | -4.5 | 10.2 | 0.6 | -0.7 | 14.7 | -6.5 | -1.9 | -1.2
Cc1ccc(C)c(N2CCN(C(=O)c3ccc(N4CCOCC4)c([N+](=O)[O-])c3)CC2)c1 | 0.4 | -1.4 | 5.1 | -54.6 | -3.2 | -3.8 | -30.5 | 1.5 | -4.8 | 7.3
C=CCn1c(SCC(=O)N(CC)c2c(N)n(Cc3ccccc3)c(=O)[nH]c2=O)nnc1-c1ccccc1OC | -0.9 | 1.4 | -11.0 | 8.0 | -1.0 | -6.3 | -3.8 | -6.0 | 0.0 | -3.4
CCOc1ccccc1C(=O)Nc1nnc(SCC(=O)Nc2cc(C)on2)s1 | -5.0 | 0.0 | -3.1 | -9.8 | -0.8 | -2.7 | -6.9 | 10.8 | -1.3 | 1.5
CC(C)=CCC/C(C)=C/CNC(=O)C[C@H]1C[C@H](C(=O)N2CCCCC2)[C@@]2(CCc3ccccc3)c3[nH]c4cc(CCC(=O)N(C)C)ccc4c3CCN2C1=O | -6.0 | 1.6 | -9.6 | -1.6 | -2.0 | -1.8 | -16.1 | -4.6 | 0.7 | 0.3
Cc1cc(N2CCN(C(=O)c3ccco3)CC2)nc(-c2ccccc2)n1 | -5.4 | -1.6 | -1.5 | 3.2 | -0.2 | -3.8 | -37.8 | 1.1 | -4.6 | -0.3
Cc1occc1C(=O)N/N=C/C1=C(N2CCOCC2)C(=C/c2ccc(Cl)cc2Cl)/CC1 | 1.0 | 4.7 | 5.0 | -5.4 | -1.9 | -4.8 | -86.4 | -2.9 | 1.9 | -1.0
COc1ccccc1NCCC(=O)OCC(=O)Nc1ccccc1Cl | -3.5 | -1.6 | 1.0 | -4.8 | -2.0 | 14.8 | -3.1 | 7.3 | 0.1 | -2.5
Cc1ccc(C(=O)c2c3ccc([N+](=O)[O-])cc3[n+]([O-])n2CCC(N)=O)cc1 | -1.9 | 0.2 | 0.5 | 5.7 | -2.1 | -3.5 | -7.9 | -4.6 | -9.4 | 4.1
C/C(=N/NC(=O)c1cccc(N2CCCC2=O)c1)c1ccncc1 | 2.4 | 0.0 | 0.1 | 2.5 | -1.0 | 5.6 | 15.1 | 2.4 | -4.3 | -0.1
CCN1CCN(CCOc2ccccc2OCc2ccccc2)CC1 | -3.1 | -1.5 | -11.7 | -6.7 | -1.7 | · | 29.9 | 4.1 | 5.3 | 0.5
Cc1ncc([N+](=O)[O-])n1CC(=O)Nc1ccc(F)c(F)c1 | 0.8 | -0.1 | -7.5 | 0.2 | 0.0 | -1.6 | -2.2 | 1.9 | -2.2 | -0.6
Cc1ccc(CNC(=O)C(=O)NCCC2CCCCN2S(=O)(=O)c2ccccc2)cc1 (centres undefined) | -2.0 | -1.0 | -6.1 | 3.5 | -3.2 | -1.5 | -27.0 | -14.0 | -7.8 | -0.8
O=C(CSc1nccc(=O)[nH]1)Nc1ccc(N2CCOCC2)cc1 | 0.5 | -1.3 | -7.1 | -14.1 | 0.6 | 0.2 | 10.2 | -7.3 | 0.2 | 3.4
CCn1ncc(C2=NOC(C(=O)NCc3ccc(Cl)cc3)C2)c1C (centres undefined) | -0.5 | 0.7 | -9.3 | 1.7 | -2.1 | · | -8.8 | 5.5 | 5.1 | 3.6
CC(C)(C)OC(=O)N[C@H]1C=C[C@@H](OC(=O)CC(=O)OCC(F)(F)F)C1 | -7.5 | 0.5 | -7.3 | -5.7 | 0.1 | 0.7 | -5.6 | 3.2 | 2.0 | -0.8

Reprinted from the part before: 2 entries; new compounds follow.
SMILES | Keap1 Nrf2 FP | C-LANA FP | Cardiac RTF inh | Rtt109 Vps75 | CAL PDZ FP-1 | CAL PDZ FP-2 | SR-BI uptake up | PKA-R2B activ | RTF Ca sens act | DAGLB inhibitor
CCn1ncc(C2=NOC(C(=O)NCc3ccc(Cl)cc3)C2)c1C (centres undefined) | -0.5 | 0.7 | -9.3 | 1.7 | -2.1 | · | -8.8 | 5.5 | 5.1 | 3.6
CC(C)(C)OC(=O)N[C@H]1C=C[C@@H](OC(=O)CC(=O)OCC(F)(F)F)C1 | -7.5 | 0.5 | -7.3 | -5.7 | 0.1 | 0.7 | -5.6 | 3.2 | 2.0 | -0.8
C=CCNS(=O)(=O)c1sccc1/C=N/O | -2.4 | 1.1 | -4.8 | 5.2 | -0.6 | -1.1 | 11.0 | 0.2 | 0.4 | 1.7
CCN1CCN(C(=O)C2CCN(S(=O)(=O)c3ccc4c(c3)NC(=O)C(C)S4)CC2)CC1 (centres undefined) | -4.0 | 0.0 | -3.6 | 5.9 | -1.6 | -1.1 | 18.1 | -9.1 | 2.7 | 0.7
O=C(c1ccc(Cl)c(S(=O)(=O)N2CCOCC2)c1)N(Cc1ccco1)Cc1cccs1 | 1.2 | 0.2 | -10.3 | 7.1 | -1.2 | · | 2.7 | 0.6 | -1.2 | 0.5
CC[n+]1c(/C=C2\Sc3ccccc3N2C)ccc2cccc(C)c21 | -39.0 | -74.7 | -105.1 | 20.9 | 13.8 | · | -75.8 | 10.0 | 45.7* | -44.8
COCCCNC(=O)CCc1nc(-c2ccccc2)no1 | 0.9 | -1.5 | 1.7 | -6.2 | -1.2 | -0.8 | 12.9 | 3.9 | -3.2 | -0.2
CCN(CC)CCCNC(=O)c1[nH]c(C)c(C(=O)NC2CCCCC2)c1C | -5.5 | -2.4 | -4.0 | -0.9 | -0.1 | -2.7 | · | 7.9 | 3.9 | 1.6
Cc1cc(=O)[nH]c(N/N=C/c2cccs2)n1 | -0.9 | -3.8 | 8.2 | 2.4 | -2.9 | -0.8 | 9.9 | 5.1 | -2.0 | 1.1
CCc1nc2ccccc2c(C(=O)Oc2ccc(C(=O)OC)cc2)c1C | 1.4 | 1.8 | -20.1 | · | -3.4 | -3.9 | 16.8 | 3.3 | -6.5 | 0.2
COc1cc(/C=C2/N=C(C3CCCCC3)OC2=O)cc(OC)c1OC | -4.9 | -0.3 | -11.9 | -2.9 | -1.7 | -0.8 | 29.0 | 1.2 | 0.9 | -0.3
O=Cc1ccc(-c2ccc([N+](=O)[O-])cc2Cl)o1 | -5.0 | -0.4 | -0.6 | -1.1 | 0.4 | -3.3 | 5.8 | 7.5 | 0.0 | 4.5
